High-throughput results: PubChem BioAssay, National Center for Advancing Translational Sciences (NCATS)
D1 agonist: agonists of human D1 dopamine receptor; activation, % at 2 µM; HEK293 T-REx D1 cells, calcium flux, agonist mode; P21728; 360,000 compounds, 1% hits; AID 504660; in the data active means activation above about 30%; further: 0% is about no effect
Target sequence (P21728 whole entry, looked up): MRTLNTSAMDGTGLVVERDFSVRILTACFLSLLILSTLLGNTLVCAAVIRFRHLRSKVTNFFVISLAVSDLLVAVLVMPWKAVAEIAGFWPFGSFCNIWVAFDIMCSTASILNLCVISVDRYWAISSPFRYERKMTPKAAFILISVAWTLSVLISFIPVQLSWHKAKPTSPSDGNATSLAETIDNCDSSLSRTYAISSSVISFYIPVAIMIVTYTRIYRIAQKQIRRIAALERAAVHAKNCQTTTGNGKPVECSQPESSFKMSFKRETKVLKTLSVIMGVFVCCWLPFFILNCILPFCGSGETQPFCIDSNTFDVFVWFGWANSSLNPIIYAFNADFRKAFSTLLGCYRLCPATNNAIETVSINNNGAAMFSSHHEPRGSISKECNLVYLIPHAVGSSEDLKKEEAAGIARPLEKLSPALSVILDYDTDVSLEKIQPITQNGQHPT
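Agonism was scored from calcium flux recorded over 180 s (1 read/s) after pintool compound addition, following a 10-cycle baseline. Cells were inducible force-coupled HEK293 TREx D1, plated overnight at 30 C and loaded with no-wash calcium dye.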
D2 potentiator: positive allosteric modulators of human D2 dopamine receptor | HEK293 T-REx D2, calcium flux, EC20 dopamine potentiation | potentiation, % at 10 µM | 340,000 compounds, 0.34% hits;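 active means potentiation over 3 SD above the plate norm, cut at about 30% in these data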; further: 0% is about no effect
Target sequence (P14416 whole entry, looked up): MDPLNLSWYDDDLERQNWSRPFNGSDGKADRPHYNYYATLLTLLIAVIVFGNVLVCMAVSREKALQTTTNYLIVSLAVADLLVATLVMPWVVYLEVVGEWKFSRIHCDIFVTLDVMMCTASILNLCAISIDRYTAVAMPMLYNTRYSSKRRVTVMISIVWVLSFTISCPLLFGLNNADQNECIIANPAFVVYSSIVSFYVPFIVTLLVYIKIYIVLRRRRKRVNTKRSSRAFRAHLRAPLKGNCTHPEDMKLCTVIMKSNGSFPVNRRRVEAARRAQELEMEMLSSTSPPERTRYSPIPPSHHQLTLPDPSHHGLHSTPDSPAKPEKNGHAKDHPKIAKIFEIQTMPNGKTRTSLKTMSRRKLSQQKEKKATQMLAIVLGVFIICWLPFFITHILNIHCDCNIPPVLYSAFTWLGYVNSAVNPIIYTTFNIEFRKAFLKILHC
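Potentiation of an EC20 dopamine calcium response measured kinetically over 180 s, after a preceding 180 s compound-only read flagging agonists. Cells: inducible Hek293 Trex D2 line, 4000/well, cultured overnight at 30 C before dye loading.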
D1 potentiator: enhances dopamine response at the human D1 receptor. HEK293 TREx D1 cells, calcium flux, dopamine EC20 potentiation. 360,000 compounds, 0.036% hits. potentiation, % at 10 µM. P21728. AID 504651; in the data active means potentiation above about 30%; further: 0% is about no effect
D1 antagonist: blocks dopamine activation of the human D1 receptor | P21728 | HEK293 TREx D1 cells, calcium flux, dopamine EC80; stronger effect = lower value | activity change, negative = inhibition, % at 10 µM | 360,000 compounds, 3.2% hits; in the data active means activity change below about -30%; further: on the % scale 0 is the no-effect control and ±100 the full control effect
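HEK293 T-REx cells expressing inducible, force-coupled D1 receptor; no-wash Ca dye, 30–90 min RT. Cmpd → 180 s read at 1 Hz → EC80 DA → 180 s read.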
RXFP1 antagonist: blocks the human relaxin receptor RXFP1 | AID 1259400 | Q9HBX9 | HEK293-RXFP1, relaxin-stimulated cAMP HTRF, 30 min; stronger effect = lower value | 350,000 compounds, 0.59% hits | activity change, negative = inhibition, % at 57.5 µM;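 active means activity change of -60% or lower, but not beyond a set lower limit; inconclusive means change between -60% and -40%, or beyond the set limit; inactive means change above -40%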; further: on the % scale 0 is the no-effect control and ±100 the full control effect
RXFP1 agonist: agonists of human relaxin receptor RXFP1 | AID 2676 | Q9HBX9 | HEK293T-RXFP1 cAMP TR-FRET, 30 min; response scale: percent of porcine relaxin response, buffer zero | Potency, µM (series often up to 57.5 µM), for inactives: top-dose activation, usual class: activators | 370,000 compounds, 0.3% hits; further: potency means the concentration at half of the fitted maximal effect; on the % scale 0 is the no-effect control and ±100 the full control effect; nearly all actives have a fitted effect of over 60% in size; many of its hits are not listed in these tables
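HEK293T cells stably expressing RXFP1 were pretreated with the PDE4 inhibitor Ro 20174, exposed to compounds for 30 min at 37C, lysed, and cAMP was read by TR-FRET. Data normalized to buffer (basal) and 29 nM porcine relaxin (100%).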
Vif-APOBEC3F blk: blocks the Vif interaction with APOBEC3F | HeLa A3F-eYFP + Vif (tagged APOBEC3F with the HIV-1 protein that degrades it), YFP fluorescence increase | Potency, µM (doses to about 46.1 µM), for the others: at the top dose activity, negative = active | 390,000 compounds, 0.2% hits | AID 602313; further: potency means the concentration at half of the fitted maximal effect; % of control where 0% means no effect; nearly all actives have a fitted effect of over 65% in size
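HeLa cells stably expressing A3F-eYFP plus Vif, plated and incubated overnight at 37 deg C, then exposed to compounds overnight at 37 deg C. Blocked degradation read as raised yellow fluorescence (Ex 488/Em 500-530).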
Vif-A3G inh: inhibitors of Vif-APOBEC3G interaction | HeLa A3G-eYFP + Vif (tagged APOBEC3G with the HIV-1 protein that degrades it), YFP fluorescence, overnight | Q9HC16 | Potency, µM (doses to about 46.1 µM), inactives show top-dose activity, negative = active, actives largely listed as inhibitors | 410,000 compounds, 0.076% hits;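 further: potency means the concentration at half of the fitted maximal effect; on the % scale 0 is the no-effect control and ±100 the full control effect; nearly all actives have a fitted effect of over 60% in size; hits raise eYFP signal because A3G escapes Vif-driven loss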
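HeLa cells stably expressing Vif and C-terminally eYFP-tagged A3G, seeded overnight at 37 deg C, then exposed to compound by pintool overnight at 37 deg C. Rise in yellow fluorescence (Ex 488/Em 500-530, Acumen) marks blocked Vif-driven A3G degradation.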
Glioma ERSR ind: ER stress response induction in glioma; U87-MG GRP78 promoter luciferase reporter, 16 h; Potency, µM, for inactives: top-dose activation, hits mostly activators; 420,000 compounds, 0.02% hits; further: potency means the concentration at half of the fitted maximal effect; series mostly up to about 76 µM; % of control where 0% means no effect; nearly all actives have a fitted effect of over 35% in size
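Stably transfected U87-MG human glioma cells carrying a GRP78-based luminescent sensor were seeded at 1000 cells/well, pin-dosed with compounds and incubated 16 h. Luciferase reagent was then added, and end-point luminescence was read after 10 min at room temperature.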
An asterisk follows results filed as active; ? = inconclusive; / = no result given. Unless noted, the call rests on the fitted dose curve; in most records, active means well fitted curve in the direction sought with a large enough effect; inconclusive means small, poorly fitted or top-dose-only effect, or another doubt; inactive means no such curve, though single readings can be large; an effect the other way counts as inactive or inconclusive. Only part of the results is shown; count on the stated rates, not on these rows.

SMILES	D1 agonist	D2 potentiator	D1 potentiator	D1 antagonist	RXFP1 antagonist	RXFP1 agonist	Vif-APOBEC3F blk	Vif-A3G inh	Glioma ERSR ind
O=c1[nH]cnc2cc(-c3ccccc3)sc12	4.1	8.8	-8.3	-28.5	0.1	8.3%	7.0%	-1.3%	-1.8%
CCCCn1c(N)c(N(CC(C)C)C(=O)CC(NC(=O)c2ccccc2Cl)c2ccccc2)c(=O)[nH]c1=O (configuration not stated)	/	/	/	/	-1.4	/	-25.7%	-3.0%	0.7%
CC(=O)N(CCC(Cc1ccccc1)c1ccco1)Cc1ccco1 (configuration not stated)	5.0	-6.8	-3.3	-12.2	-1.4	2.8%	-4.8%	5.4%	-5.2%
O=C(CSc1ncccn1)N1CCCc2ccccc21	0.9	2.5	-5.5	-3.4	-0.3	0.6%	0.4%	-3.8%	5.1%
CCOC(=O)N1CCN(C(=O)c2cnn3c(C(F)F)cc(-c4ccc(C)cc4)nc23)CC1	3.4	21.8	-1.4	-4.8	5.0	2.0%	4.5%	-2.6%	1.6%
COc1ccc(Nc2nc(N)nc(SCc3nnc(C)s3)n2)cc1	0.0	-9.2	-0.2	-2.7	15.9	0.6%	-4.7%	-0.7%	0.7%
C/C(N)=C(/C#N)C(=O)CSc1cc(C)c2ccccc2n1	0.7	2.9	-5.2	/	5.8	23.1%	12.7%	2.8%	-1.1%
O=C(O)c1ncc(-c2ccccc2)cn1	4.9	-6.6	-4.0	-9.4	-12.0	1.2%	-6.7%	-1.8%	-0.4%
Cc1cc(NC(=O)COC(=O)[C@@H]2CCCN2C(=O)c2cccs2)no1	/	/	/	/	-15.9	/	8.1%	1.2%	-1.4%
O=C(CSc1ccccc1)NNC(=O)c1ccncc1	4.8	5.3	1.0	4.0	1.5	2.2%	10.0%	0.1%	-0.8%
CCCCN(C(=O)NC(=O)Nc1ccc(C)cn1)S(C)(=O)=O	1.4	5.5	3.2	-4.9	-0.3	5.2%	-4.1%	-1.9%	1.8%
CCc1ccc(NC(=O)Cn2c(=O)n(-c3ccccc3)c(=O)c3ccc(C(=O)NCc4ccc5c(c4)OCO5)cc32)cc1	4.1	0.0	1.7	17.8	/	?	-26.8%	-18.6%	-4.6%
CC1CCCN(C/C=C/c2ccccc2[N+](=O)[O-])C1 (configuration not stated)	1.2	-28.9	-6.8	1.3	-12.7	0.1%	-3.5%	1.8%	-1.4%
Cc1c(C(=O)O)oc2c3c(ccc12)OCCO3	1.9	/	-2.2	-1.6	/	4.9%	4.7%	-2.7%	-2.7%
COc1ccc(S(=O)(=O)N2CCCC(C(=O)NCC3CCCO3)C2)cc1Cl (configuration not stated)	1.3	13.3	-1.9	-0.7	4.6	0.7%	1.9%	-1.2%	-1.5%

3 of the compounds above, bar-delimited.
SMILES | D1 agonist | D2 potentiator | D1 potentiator | D1 antagonist | RXFP1 antagonist | RXFP1 agonist | Vif-APOBEC3F blk | Vif-A3G inh | Glioma ERSR ind
CCCCN(C(=O)NC(=O)Nc1ccc(C)cn1)S(C)(=O)=O | 1.4 | 5.5 | 3.2 | -4.9 | -0.3 | 5.2% | -4.1% | -1.9% | 1.8%
CCc1ccc(NC(=O)Cn2c(=O)n(-c3ccccc3)c(=O)c3ccc(C(=O)NCc4ccc5c(c4)OCO5)cc32)cc1 | 4.1 | 0.0 | 1.7 | 17.8 | / | ? | -26.8% | -18.6% | -4.6%
CC1CCCN(C/C=C/c2ccccc2[N+](=O)[O-])C1 (configuration not stated) | 1.2 | -28.9 | -6.8 | 1.3 | -12.7 | 0.1% | -3.5% | 1.8% | -1.4%

(cont.)
SMILES	D1 agonist	D2 potentiator	D1 potentiator	D1 antagonist	RXFP1 antagonist	RXFP1 agonist	Vif-APOBEC3F blk	Vif-A3G inh	Glioma ERSR ind
N#CCCn1cc(/C=N/NC(N)=S)c(-c2ccc(Br)cc2)n1	3.7	6.7	5.9	2.9	-1.2	-5.0%	0.8%	-0.1%	3.7%
O=C(Cn1cnc2c(nnn2Cc2ccc(F)cc2)c1=O)N1CCN(c2ccccc2)CC1	0.1	18.9	6.6	9.5	0.1	-1.7%	-0.8%	-4.0%	-6.5%
CCOC(=O)C(=O)NC1CC=CCC1c1ccc2c(c1)OCO2 (configuration not stated)	/	/	/	/	-11.6	/	2.7%	-1.6%	-4.0%
CCn1nc(C(=O)N2CCN(Cc3nc4ccccc4s3)CC2)c2ccccc2c1=O	-1.2	10.3	-2.4	-8.0	?	-0.4%	1.0%	-17.2%	11.7%
CCO[C@@H]1OC(C(=O)N2CCN(Cc3ccc4c(c3)OCO4)CC2)=C[C@H](c2csc3ccccc23)[C@H]1CCCO	5.7	-6.4	-4.3	-21.1	/	4.5%	2.8%	-5.2%	-4.0%
CCN(CC)S(=O)(=O)c1ccc(N2CC(C(=O)NCc3ccco3)CC2=O)cc1 (configuration not stated)	/	/	/	/	-4.3	/	-4.7%	-0.1%	-2.8%
CCC(C)(C)NC(=O)C1c2ccccc2Oc2ccccc21	1.4	-8.3	-7.9	1.0	7.3	3.2%	-14.8%	0.0%	-2.4%
CCN(CC(=O)NCc1ccc(Cl)cc1)C(=O)CSc1ccccc1	2.8	1.8	-0.7	11.3	7.3	-12.1%	-1.1%	3.5%	-4.3%
O=C(COc1ccccc1C(=O)O)Nc1nc2ccc([N+](=O)[O-])cc2s1	23.1	0.0	-7.0	-29.6	-21.1	0.2%	?	-8.5%	-1.1%
CCN1C(=O)C(CC(=O)Nc2ccc(OC)cc2)N(CCCN2CCN(c3ccc(F)cc3)CC2)C1=S (configuration not stated)	10.7	/	-6.4	-43.1*	-13.7	1.6%	?	-0.4%	-8.2%
CCN(CC(=O)NCc1ccc(Cl)cc1)C(=O)CSc1cccc(C(F)(F)F)c1	19.9	14.6	-16.1	-22.2	-25.1	1.3%	4.1%	-2.5%	-4.0%
Cc1ccccc1NC(=O)COC(=O)CCc1ccccc1	1.3	-5.7	-1.5	-3.1	-4.7	-0.5%	0.8%	3.3%	-3.7%
NC(=O)NCCc1ccccc1	1.0	5.1	-0.3	-21.6	/	0.3%	8.3%	2.0%	-2.1%
O=C(CC(c1ccccc1)c1cc(Cl)ccc1O)NCCN1CCOCC1 (configuration not stated)	3.1	-17.0	-1.6	1.6	-2.2	-1.3%	0.4%	1.3%	-3.4%
COc1cc(NC(=O)C2CCCN(S(=O)(=O)c3cnc[nH]3)C2)cc(OC)c1 (configuration not stated)	1.4	1.3	/	-3.0	/	2.4%	-8.4%	2.5%	-0.2%
COc1ccc(-c2nn(-c3ccccc3)cc2/C=N/NC(=S)NC(C)C)cc1OC	1.5	4.7	-1.4	3.0	4.5	-0.6%	-8.4%	-4.4%	-0.6%
N#Cc1cc2c(nc1SCC(N)=O)CCCCC2	1.0	3.7	11.1	9.1	-0.9	1.9%	1.0%	0.4%	0.3%
COc1ccc(CNc2nc(-c3ccccc3)nc3ccccc23)cc1OC	7.2	3.3	-9.4	5.5	-23.1	3.2%	-4.6%	-11.9%	-6.0%
CC1CCC(NCc2ccco2)CC1 (configuration not stated)	-1.4	1.3	0.0	-8.1	6.5	-0.8%	-2.0%	1.8%	-1.7%
O=C(CSc1n[nH]c(-c2ccccc2Br)n1)NCCN1C(=O)CSC1=O	0.3	/	5.8	-18.0	-17.0	-0.1%	-8.2%	1.7%	2.2%
Cc1ccc(S(=O)(=O)N(C)CC(=O)Nc2ccc3c(c2)OCO3)cc1	0.8	-8.6	2.5	9.9	-0.9	2.9%	8.4%	4.1%	1.5%
COc1cc(Br)c(Br)cc1N	1.0	-12.2	1.2	-14.5	4.7	0.7%	3.3%	0.0%	2.8%
O=c1cc2ncc(-c3[nH]ncc3[N+](=O)[O-])cn2[nH]1	5.1	8.2	4.8	-1.0	-11.5	-0.5%	2.6%	1.5%	-2.6%
CCN1C(=O)/C(=C\c2cccn2-c2ccc([N+](=O)[O-])cc2)N(CC)C1=S	0.4	6.9	-6.7	-8.0	-3.7	3.7%	-5.0%	0.2%	-0.3%
Cc1ccccc1-c1noc(-c2ccc(NCc3cccnc3)c([N+](=O)[O-])c2)n1	14.2	13.4	-2.0	-10.3	/	-0.4%	?	-28.4%	0.2%
O=C(CSc1nnc(-c2ccco2)o1)c1ccc(F)c(F)c1	1.1	0.3	1.6	-3.9	1.3	2.9%	-2.4%	4.3%	-0.6%
Cn1c(=O)c2c(nc3n2CCCN3CCc2ccccc2)n(C)c1=O	0.1	4.5	-19.0	-8.0	14.5	15.9%	-7.2%	-0.5%	-1.7%
COc1ccc(CNS(=O)(=O)c2ccc(C3CNC(=O)C3)cc2)cc1 (configuration not stated)	-2.1	-0.9	1.5	8.0	3.6	-0.9%	-0.5%	2.7%	-2.5%
CCOC(=O)c1ccc(N=c2ssnc2Cl)cc1	6.1	3.9	3.6	6.1	-18.7	5.6%	?	4.3%	5.0%
CC1(C)OC(=O)C(=CNNc2c(Cl)cc(Cl)cc2Cl)C(=O)O1	1.7	-4.9	-1.3	-4.9	-5.8	0.0%	5.8%	-2.9%	-1.4%
COc1ccc(C(C(=O)NC2CCCCC2)N(C(=O)Cc2c[nH]c3ccccc23)c2ccccc2C)cc1OC (configuration not stated)	1.6	-7.9	-0.1	-23.0	-12.3	0.5%	6.7%	-1.4%	-3.1%
COc1cc(/C=C2\SC(=S)N(CCC(=O)N3CCN(C)CC3)C2=O)cc(OC)c1OC	5.0	-5.8	3.4	2.0	-6.3	-3.2%	13.0%	-16.6%	-5.0%
C=C1C(O)C[C@H]2C(=C)CCC3[C@H](OC(=O)[C@]3(O)CO)[C@@H]12 (some centres not stated)	1.7	-4.7	-2.5	-11.5	/	3.6%	-9.8%	6.5%	-2.9%
CC(C)(C)c1cc(C(F)(F)F)n2ncc(-c3ccccc3)c2n1	6.6	-1.1	10.8	11.7	?	-0.4%	-1.6%	0.8%	-2.8%
O=C(Cn1ccc2cc(S(=O)(=O)N3CCCC3)ccc21)NCc1ccc(Cl)cc1	7.8	5.1	0.1	-0.4	2.5	2.2%	-11.6%	-3.5%	-3.8%
CCNc1nc(Oc2ccc(C(=O)OC)cc2)nc(N2CCOCC2)n1	2.3	-4.9	-9.6	-2.8	12.8	2.6%	12.4%	-1.0%	-0.9%
